# Screens deposited in PubChem BioAssay by National Center for Advancing Translational Sciences (NCATS).
# GRP78 ERSR act: qHTS for Inducers of the Endoplasmic Reticulum Stress Response (ERSR) in Human Glioma: qHTS; U87-MG GRP78 promoter luciferase reporter, 16 h; Potency, µM, for inactives: top-dose activation, usual class: activators; actives 0.02% (n = 420,000); AID 602332, 2012; note: potency is the fitted concentration of half-maximal effect; series mostly up to about 76 µM; % of control where 0% means no effect; nearly all actives have a fitted effect of over 35% in size
#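 Stably transfected U87-MG human glioma cells carrying a GRP78-based luminescent sensor were seeded at 1000 cells/well, pin-dosed with compounds and incubated 16 h. Luciferase reagent was then added, and end-point luminescence was read after 10 min at room temperature.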
# USP1-UAF1 inh: Inhibitors of USP1/UAF1: Primary Screen; Potency, µM (highest dose often 57.1 µM), inactives show at the top dose activity change, negative = inhibition, most hits filed as inhibitors; actives 0.23% (n = 390,000); recombinant USP1/UAF1, Ub-Rhodamine cleavage fluorescence; AID 743255, 2014; Ubiquitin carboxyl-terminal hydrolase 1 (Homo sapiens), O94782; note: potency is the fitted concentration of half-maximal effect; % is set by controls: 0 for no effect and ±100 for the full control effect; nearly all actives have a fitted effect of over 60% in size; inactives centre near -12
#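 1 nM enzyme complex + cpd, 15 min RT; start with Ub-Rho 150nM final; kinetic fluorescence ex 480/em 540, 6 reads q60 s. Buffer 50mM HEPES pH 7.8, 0.5mM EDTA, 0.1 mg/ml BSA, 1mM TCEP, 0.01% Tween-20.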
# rTrxR1 inhibitor: qHTS Assay for Inhibitors of Mammalian Selenoprotein Thioredoxin Reductase 1 (TrxR1): qHTS. Thioredoxin reductase 1, cytoplasmic (Rattus norvegicus), O89049. recombinant rTrxR1, NADPH fluorescence consumption, selenite substrate. Potency, µM (titrated, usually from 114 µM), inactives show top-dose activity change, negative = inhibition, hits mostly inhibitors. actives 1% (n = 390,000). AID 588453, 2011; note: potency is the fitted concentration of half-maximal effect; % is set by controls: 0 for no effect and ±100 for the full control effect; nearly all actives have a fitted effect of over 65% in size
# Target sequence (O89049 whole entry, looked up): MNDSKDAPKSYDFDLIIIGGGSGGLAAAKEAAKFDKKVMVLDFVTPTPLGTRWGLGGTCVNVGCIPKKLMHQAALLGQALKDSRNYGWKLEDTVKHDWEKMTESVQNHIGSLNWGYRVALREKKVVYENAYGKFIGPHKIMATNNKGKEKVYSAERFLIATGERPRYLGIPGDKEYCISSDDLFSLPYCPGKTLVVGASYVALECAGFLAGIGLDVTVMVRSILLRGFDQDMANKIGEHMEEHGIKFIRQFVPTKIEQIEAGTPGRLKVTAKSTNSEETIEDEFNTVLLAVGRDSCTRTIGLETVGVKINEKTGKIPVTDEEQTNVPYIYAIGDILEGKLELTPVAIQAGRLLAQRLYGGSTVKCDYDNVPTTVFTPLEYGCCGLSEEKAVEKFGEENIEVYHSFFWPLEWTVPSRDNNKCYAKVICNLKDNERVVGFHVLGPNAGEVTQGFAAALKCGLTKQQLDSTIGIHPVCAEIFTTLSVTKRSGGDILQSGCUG
#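 Rat TrxR1 (90 nM in the dispensed reagent) was pre-reduced with 400 uM NADPH for 5 min at room temperature, then incubated with compound for 15 min. After 400 uM selenite was added, NADPH fluorescence (Ex 340/Em 450 nm) was followed for 8 min.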
# RGS4 inhibitor: Inhibitors of Regulator of G Protein Signaling (RGS) 4: qHTS; Potency, µM (doses to about 114 µM), without a hit: top-dose activity change, negative = inhibition, most hits filed as inhibitors; Transcreener GDP fluorescence polarization, RGS4-accelerated GTP hydrolysis; actives 0.039% (n = 390,000); Regulator of G-protein signaling 4 (Homo sapiens), P49798; note: potency is the fitted concentration of half-maximal effect; % is set by controls: 0 for no effect and ±100 for the full control effect; nearly all actives have a fitted effect of over 75% in size; some results filed as inactive show a strong effect at the top dose
# Target sequence (P49798 whole entry, looked up): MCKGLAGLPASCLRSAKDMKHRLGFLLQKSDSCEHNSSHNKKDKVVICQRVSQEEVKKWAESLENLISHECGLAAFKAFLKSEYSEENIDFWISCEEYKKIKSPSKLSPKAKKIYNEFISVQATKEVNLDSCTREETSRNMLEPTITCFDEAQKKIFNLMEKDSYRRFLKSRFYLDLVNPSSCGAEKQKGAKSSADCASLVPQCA
#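 MLSMR compounds (23 nl, pin-transferred) preincubated 10 min at room temperature with a 500nM (2x) first reagent, then RGS4 at 900nM (2x) plus Transcreener GDP mix added; fluorescence polarization (620/688 nm) read before and after 90 min at 30 °C.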
# IDH1 R132H inh: qHTS for Inhibitors of mutant isocitrate dehydrogenase 1 (IDH1): qHTS. IDH1-R132H enzyme, NADPH consumption, diaphorase/resazurin fluorescence. Potency, µM (titrated, usually from 76.6 µM), inactives show at the top dose activity change, negative = inhibition, actives largely listed as inhibitors. Isocitrate dehydrogenase [NADP] cytoplasmic (Homo sapiens), O75874. actives 0.093% (n = 390,000); note: potency is the fitted concentration of half-maximal effect; % is set by controls: 0 for no effect and ±100 for the full control effect; nearly all actives have a fitted effect of over 65% in size
#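 IDH1-R132H (0.5 ug/mL dispensed) in pH 7.5 Tris buffer was preincubated 30 min with compound, then given a substrate mix of 0.016 mM NADPH and 2 mM alpha-KG for 80 min at room temperature; remaining NADPH was read by diaphorase/resazurin fluorescence.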
# LDHA block: qHTS assay for inhibitors of human lactate dehydrogenase; L-lactate dehydrogenase A chain (Homo sapiens), P00338; purified LDHA, NADH/diaphorase-resazurin fluorescence; active compounds read low; AID 1347041, 2019; actives 0.15% (n = 480,000); activity change, % (values are at about 110 or 230 µM); in the data active = activity change below about -30%; inconclusive = mostly about -25% to -30%;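 note: plate controls were DMSO wells for no effect and wells without enzyme for full effect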
#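 Enzyme activity of human lactate dehydrogenase 5 (2 nM; 0.06 mM NADH, 0.2 mM pyruvate, 5 min, RT) is measured via a resazurin/diaphorase fluorescence readout of residual NADH.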
# Vif-APOBEC3F blk: qHTS for Inhibitors of Vif-A3F Interactions: qHTS; HeLa A3F-eYFP + Vif (tagged APOBEC3F with the HIV-1 protein that degrades it), YFP fluorescence increase; Potency, µM (titrated, usually from 46.1 µM), for the others: at the highest dose activity, negative = active; actives 0.2% (n = 390,000); AID 602313, 2012; note: potency is the fitted concentration of half-maximal effect; % of control where 0% means no effect; nearly all actives have a fitted effect of over 65% in size
#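 HeLa cells stably expressing Vif plus C-terminally eYFP-tagged A3F were seeded, incubated overnight at 37 deg C, dosed with compound, incubated overnight again at 37 deg C. Yellow fluorescence (Ex 488/Em 500-530) reported blocked Vif-mediated A3F-eYFP degradation.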
# TrxR1 substrate: qHTS Assay for Substrates of Mammalian Selenoprotein Thioredoxin Reductase 1 (TrxR1): qHTS; Potency, µM (series often up to 114 µM), without a hit: at the highest dose activity change, negative = substrate turnover; actives 0.01% (n = 390,000); AID 588456, 2011; Thioredoxin reductase 1, cytoplasmic (Rattus norvegicus), O89049; purified TrxR1 substrate turnover, NADPH consumption readout; note: potency is the fitted concentration of half-maximal effect; % is set by controls: 0 for no effect and ±100 for the full control effect; nearly all actives have a fitted effect of over 50% in size
#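 Rat TrxR1, dispensed at 90 nM, was prereduced with 400 uM NADPH (final) for 5 min at ~22 deg C, then incubated with compound 15 min before 400 uM selenite. A first-read NADPH fluorescence drop versus no-compound background flagged substrates.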
# Vif-A3G inh: qHTS for Inhibitors of Vif-A3G Interactions: qHTS | DNA dC->dU-editing enzyme APOBEC-3G (Homo sapiens), Q9HC16 | HeLa A3G-eYFP + Vif (tagged APOBEC3G with the HIV-1 protein that degrades it), YFP fluorescence, overnight | Potency, µM (series often up to 46.1 µM), for the others: at the top dose activity, negative = active, hits mostly inhibitors | actives 0.076% (n = 410,000);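 note: potency is the fitted concentration of half-maximal effect; % is set by controls: 0 for no effect and ±100 for the full control effect; nearly all actives have a fitted effect of over 60% in size; hits raise eYFP signal because A3G escapes Vif-driven loss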
# Target sequence (Q9HC16 whole entry, looked up): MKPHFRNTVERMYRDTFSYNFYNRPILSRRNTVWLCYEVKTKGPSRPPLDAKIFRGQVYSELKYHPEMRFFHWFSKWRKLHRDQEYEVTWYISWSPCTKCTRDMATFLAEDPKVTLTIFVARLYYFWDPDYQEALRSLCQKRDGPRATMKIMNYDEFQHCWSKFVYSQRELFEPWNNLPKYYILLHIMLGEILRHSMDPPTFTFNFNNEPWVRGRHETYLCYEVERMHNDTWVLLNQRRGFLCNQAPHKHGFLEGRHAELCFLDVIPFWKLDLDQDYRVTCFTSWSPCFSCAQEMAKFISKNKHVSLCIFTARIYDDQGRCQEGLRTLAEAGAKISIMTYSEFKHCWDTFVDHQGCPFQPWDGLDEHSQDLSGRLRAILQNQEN
#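 Read-out is eYFP fluorescence (Ex 488/Em 500-530) from Vif-expressing HeLa A3G-eYFP cells; more signal means A3G escaped Vif-mediated degradation. Cells plated overnight, compound pinned in, incubated overnight at 37 deg C.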
# Starred values were filed as active, the others as inactive; ? = inconclusive; / = no result given; [ ] = remark or other dose. Unless noted, calls come from the whole dose curve; as a rule, active = well fitted curve in the direction sought with a large enough effect; inconclusive = small, poorly fitted or top-dose-only effect, or another doubt; inactive = no such curve, though single readings can be large; an effect the other way counts as inactive or inconclusive.
SMILES,GRP78 ERSR act,USP1-UAF1 inh,rTrxR1 inhibitor,RGS4 inhibitor,IDH1 R132H inh,LDHA block,Vif-APOBEC3F blk,TrxR1 substrate,Vif-A3G inh
Cc1ccc(S(=O)(=O)NCc2cccnc2)s1,-3%,-12%,12%[57.1 µM],-9%,5%,-7,-5%,11%[57.1 µM],0%
Cc1ccc(-c2c(C(=O)Nc3ccccc3C)c(C)[nH]c(=S)c2C#N)o1,-2%,-11%,-54%,?,-1%,-2,-17%,-6%,-1%
C/C(CC(=O)NCc1ccco1)=N\NC(=O)COc1ccc(C)cc1,-5%,-18%,-9%,-30%,3%,-4,1%,-2%,2%
COc1ccc(S(=O)(=O)N2CCOCC2)cc1N(C)S(=O)(=O)c1ccc(C)cc1,-3%,-12%,13%,-16%,5%,1,1%,-3%,1%
CC(C)Oc1ccc(C(=O)OCC(=O)NC2CCCCCC2)cc1,-2%,-7%,15%,4%,2%,-3,6%,2%,7%
Cc1nc(C(C)NC(=O)CCc2nnc(Cc3c[nH]c4ccccc34)o2)cs1 (stereo not given),-2%,-19%,6%,9%,6%,1,-7%,7%,-6%
CN1C(=O)CC(Sc2ncccc2C(=O)O)C1=O (stereo not given),-2%,-11%,-1%,28%,3%,2,-2%,14%,1%
CC(C)CNc1nnnc2c1sc1nc(N3CCOCC3)c3c(c12)CC(C)(C)SC3,-2%,-24%,-9%,-48%,?,5,0%,3%,1%
Cc1ccc2c(=O)cc(C(=O)Nc3sc4c(c3C(=O)NCC3CCCO3)CCCC4)oc2c1 (stereo not given),0%,-18%,20%,12%,-9%,-5,3%,3%,5%
O=C(C[C@@H]1C/C=C\CC[C@@H](Cc2ccc(F)cc2)C(=O)OC[C@@H]2CCCN2C1=O)NCCO,-5%,-17%,-5%[57.1 µM],2%,-2%,-1,1%,2%[57.1 µM],0%
Cc1ccc(N2C(=O)C(O)(C(F)(F)F)C3=C2CC(C)(C)CC3=O)cc1C (stereo not given),0%,-5%,22%,17%,3%,-9,-13%,4%,2%
Cc1ccccc1C(=O)N1CCC(C(=O)Oc2ccc(C#N)cc2)CC1,1%,3%,15%,10%,-12%,-4,-2%,5%,-2%
COc1ccc(S(=O)(=O)N2CCCC2CNC(=O)c2cccc(OC)c2)cc1 (stereo not given),-4%,-5%,6%,11%,2%,-2,-4%,-6%,0%
CCN(CC(=O)Nc1ccc(NC(C)=O)cc1)C(=O)CCN1C(=O)C2CC=CCC2C1=O (stereo not given),3%,-4%,12%,0%,5%,-7,1%,7%,0%
O=C(CNC(=O)[C@@H]1Cc2ccccc2CN1)Nc1ccc2c(c1)OCO2,-2%,-11%,14%,20%,-10%,0,-7%,-3%,-1%
Cc1sc(NC(=O)c2ccco2)c(CN2CCN(c3ccccc3)CC2)c1C,1%,-17%,4%,0%,-1%,-2,4%,18%,-8%
Cc1nc2ccccc2c(=O)n1/N=C/c1ccncc1,-6%,-1%,-3%,35%,4%,-7,-5%,-9%,0%
S=c1[nH]nc(COc2ccccc2)n1/N=C/C=C/c1ccco1,-1%,-8%,-53%,-62%,5%,12,-2%,-18%[57.1 µM],-1%
CCCCn1c(=O)[nH]c(=O)c2c1nc(COC(=O)c1c(C)noc1C)n2CCC,-2%,-7%,17%,-15%,3%,-10,3%,-1%[0.457 µM],-1%
CC(C)CN(C(=O)CSc1nc2ccccc2c(=O)n1C)C1CCS(=O)(=O)C1 (stereo not given),1%,1%,4%,-3%,-2%,0,2%,4%,-10%
Cn1c(SCC(=O)N2c3ccccc3CCc3ccccc32)nnc1-c1cc2ccccc2cc1O,-6%,-4%,21%,-4%,7%,-8,-4%,11%[57.1 µM],-1%
O=C(Nc1nc2c(s1)CCCC2)c1ccc(S(=O)(=O)N2CCCc3ccccc32)cc1,3%,-1%,-7%,8%,2%,-9,2%,-6%,-3%
CC(C)(C)c1ccc(NC(=O)CSc2n[nH]c(=O)n2-c2cccnc2)cc1,-3%,-9%,11%,22%,-7%,1,0%,2%,-13%
NC(CSC1(c2ccc(F)cc2)c2ccccc2-c2ccccc21)C(=O)O (stereo not given),-5%,-27%,/,/,2%,0,0%,/,-14%
O=C(c1ccc(NS(=O)(=O)c2cccc(F)c2)cc1)N1CCCCC1,-1%,-25%,18%,-1%,-7%,0,-1%,2%,0%

# One compound at a time (already shown).
# Profile of `O=C(Nc1nc2c(s1)CCCC2)c1ccc(S(=O)(=O)N2CCCc3ccccc32)cc1` : GRP78 ERSR act = 3%; USP1-UAF1 inh = -1%; rTrxR1 inhibitor = -7%; RGS4 inhibitor = 8%; IDH1 R132H inh = 2%; LDHA block = -9; Vif-APOBEC3F blk = 2%; TrxR1 substrate = -6%; Vif-A3G inh = -3%
# Profile of `CN1C(=O)CC(Sc2ncccc2C(=O)O)C1=O` (stereo not given) : GRP78 ERSR act = -2%; USP1-UAF1 inh = -11%; rTrxR1 inhibitor = -1%; RGS4 inhibitor = 28%; IDH1 R132H inh = 3%; LDHA block = 2; Vif-APOBEC3F blk = -2%; TrxR1 substrate = 14%; Vif-A3G inh = 1%

# An excerpt of these results, with tabs.
Structure	GRP78 ERSR act	USP1-UAF1 inh	rTrxR1 inhibitor	RGS4 inhibitor	IDH1 R132H inh	LDHA block	Vif-APOBEC3F blk	TrxR1 substrate	Vif-A3G inh
CC(C)Oc1ccc(C(=O)OCC(=O)NC2CCCCCC2)cc1	-2%	-7%	15%	4%	2%	-3	6%	2%	7%
Cc1ccccc1C(=O)N1CCC(C(=O)Oc2ccc(C#N)cc2)CC1	1%	3%	15%	10%	-12%	-4	-2%	5%	-2%
NC(CSC1(c2ccc(F)cc2)c2ccccc2-c2ccccc21)C(=O)O (stereo not given)	-5%	-27%	/	/	2%	0	0%	/	-14%
Cc1nc2ccccc2c(=O)n1/N=C/c1ccncc1	-6%	-1%	-3%	35%	4%	-7	-5%	-9%	0%
O=C(c1ccc(NS(=O)(=O)c2cccc(F)c2)cc1)N1CCCCC1	-1%	-25%	18%	-1%	-7%	0	-1%	2%	0%
Cn1c(SCC(=O)N2c3ccccc3CCc3ccccc32)nnc1-c1cc2ccccc2cc1O	-6%	-4%	21%	-4%	7%	-8	-4%	11%[57.1 µM]	-1%

# Additional records follow.
SMILES,GRP78 ERSR act,USP1-UAF1 inh,rTrxR1 inhibitor,RGS4 inhibitor,IDH1 R132H inh,LDHA block,Vif-APOBEC3F blk,TrxR1 substrate,Vif-A3G inh
Cc1occc1C(=O)NCc1cccs1,-3%,-12%,-3%,-1%,1%,0,0%,5%,-1%
CNCCCCOc1ccccc1-c1ccccc1,-2%,-3%,-12%,16%,6%,-22,-4%,-5%,4%
O=C(Nc1ccc2[nH]c(=O)[nH]c2c1)c1ccc([N+](=O)[O-])o1,-10%,?,?,29%,0%,5,-6%,-5%,-10%
CN1CCN(CCC(=O)Nc2ccc(OCc3ccccc3)cc2)CC1,-2%,-17%,8%,12%,3%,-2,5%,-5%,1%
CCCc1[nH]nc2c1C(CCc1ccccc1)C(C#N)=C(N)O2 (stereo not given),0%,-3%,?,-6%,-9%,11,2%,2%[57.1 µM],0%
O=S1(=O)CC(O)C(Nc2ccccc2)C1 (stereo not given),-4%,-6%,-10%,7%,-5%,-1,4%,-5%,3%
O=C1c2oc3ccc(F)cc3c(=O)c2C(c2cccc([N+](=O)[O-])c2)N1CCCN1CCOCC1 (stereo not given),-3%,-19%,14%,7%,15%,-10,-8%,-3%,-1%
COC(C/C=C\[C@H](O)[C@H](C)OCc1ccccc1)OC,-5%,-19%,0%,-7%,0%,1,3%,0%,1%
Cc1ccccc1NC(=O)CCC(=O)N/N=C/c1ccncc1,-3%,-7%,19%,19%[11.4 µM],-5%,-3,-5%,0%,2%
Cc1coc2c(C)c3oc(=O)c(CCC(=O)NCCCN4CCCC4=O)c(C)c3cc12,-1%,-24%,6%,-8%,-1%,-2,9%,19%,-2%
Cc1ccc(C)c(S(=O)(=O)N2CCN(C(=O)c3ccc(N4CCCC4)c([N+](=O)[O-])c3)CC2)c1,-7%,-15%,14%,-9%,15%,0,0%,1%,4%

# The list is partial; rates above refer to the full screens.
